UGM FP inh: Mtb UDP-galactopyranose mutase inhibition; P9WIQ1; purified UGM, fluorescence polarization probe displacement; inhibition, % at 10 µM; 0.06% of 320,000 active; in the data active means inhibition above about 10%, passing the limit was not always enough; inconclusive means no clear call, values can overlap the other calls
Target sequence (P9WIQ1 whole entry, looked up): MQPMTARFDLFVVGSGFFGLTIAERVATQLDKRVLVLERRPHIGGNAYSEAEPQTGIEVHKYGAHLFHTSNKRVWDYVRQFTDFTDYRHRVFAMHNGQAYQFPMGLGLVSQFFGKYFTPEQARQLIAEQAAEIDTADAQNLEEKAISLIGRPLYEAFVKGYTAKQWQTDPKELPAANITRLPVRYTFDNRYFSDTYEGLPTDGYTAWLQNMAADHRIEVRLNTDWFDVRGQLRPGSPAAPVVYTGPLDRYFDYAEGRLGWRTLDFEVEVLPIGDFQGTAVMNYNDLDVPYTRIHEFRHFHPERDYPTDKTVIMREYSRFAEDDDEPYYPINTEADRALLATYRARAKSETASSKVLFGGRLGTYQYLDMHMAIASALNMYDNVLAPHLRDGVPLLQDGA
BoNT-F LC inh: inhibitors of Botulinum neurotoxin F light chain protease | inhibition, % at 10 µM | Multiplex microsphere protease cleavage assay, flow cytometry | 0.22% of 360,000 active; in the data active means inhibition above about 35%, passing the limit was not always enough; inconclusive means no clear call, values can overlap the other calls; further: plate controls were buffer without enzyme for full effect and enzyme alone for no effect
GDH-TPI inh: counter-screen for M. tuberculosis FBA inhibitors: GDH-TPI coupled enzymes; GDH-TPI coupled enzyme counterscreen, NADH absorbance; inhibition, % at 4.8 µM; 1.2% of 360,000 active; AID 588335; in the data active means inhibition above about 30%;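 further: 0% = DMSO wells and 100% = wells lacking the enzyme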
Anthrax LF inh2: blocks Bacillus anthracis lethal factor protease. P15917. multiplex microsphere protease cleavage assay, LF. inhibition, % at 10 µM. 0.12% of 360,000 active. AID 588501; further: plate controls were buffer without enzyme for full effect and enzyme alone for no effect
PfHsp40 rescue: rescue of PfHsp40-mediated yeast toxicity; AID 504582; growth rescue, % at 12.5 µM; 0.68% of 340,000 active; S. cerevisiae expressing PfHsp40, growth rescue, ATP luminescence; in the data active means growth rescue above about 28%, passing the limit was not always enough; inconclusive means no clear call, values can overlap the other calls;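 further: yeast W303a lacking pdr1 and pdr3 grown in galactose medium; growth measured after three days at 30 °C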
FBA Mtb inh: inhibits M. tuberculosis FBA enzyme; P9WQA3; purified M. tuberculosis FBA, fluorescence read-out; inhibition, % at 1 µM; 2.3% of 360,000 active; AID 588726; in the data active means inhibition above about 27%;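 further: 0% = vehicle and 100% = reference inhibitor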
Target sequence (P9WQA3 whole entry, looked up): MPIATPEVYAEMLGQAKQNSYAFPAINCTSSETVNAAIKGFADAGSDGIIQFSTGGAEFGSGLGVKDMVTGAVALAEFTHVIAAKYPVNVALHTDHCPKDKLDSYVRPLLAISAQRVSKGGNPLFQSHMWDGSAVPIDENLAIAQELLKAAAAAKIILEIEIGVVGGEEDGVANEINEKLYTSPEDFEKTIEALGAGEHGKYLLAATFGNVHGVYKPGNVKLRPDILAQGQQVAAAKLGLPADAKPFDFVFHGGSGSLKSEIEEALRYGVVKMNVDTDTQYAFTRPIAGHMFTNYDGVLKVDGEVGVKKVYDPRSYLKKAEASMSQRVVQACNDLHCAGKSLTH
Mtb BioA inh: inhibitors of Mycobacterium tuberculosis BioA enzyme; purified M. tuberculosis BioA enzyme, plate reader; inhibition, % at 9.99 µM; 0.096% of 360,000 active; AID 602481; in the data active means inhibition above about 40%; inconclusive means no clear call, values can overlap the other calls
BoNT A protease: inhibitors of Botulinum neurotoxin A light chain protease | multiplex microsphere protease substrate cleavage, flow cytometry | inhibition, % at 10 µM | 0.17% of 360,000 active; further: plate controls were buffer without enzyme for full effect and enzyme alone for no effect
FadD28 binding: blocks FadD28 binding to the bisubstrate probe; 0.22% of 360,000 active; inhibition, % at 12.5 µM; fluorescence polarization; in the data active means inhibition above about 8.5%, passing the limit was not always enough; inconclusive means no clear call, values can overlap the other calls
* marks the source's active call; other numbers are inactive results; ? = inconclusive; . = not tested or not shown; + = active, no number. Unless noted, no stated cut-off is given here; in the data, active means inhibition above about 30%; inconclusive means no clear call, values can overlap the other calls; inactive means below that.

SMILES	UGM FP inh	BoNT-F LC inh	GDH-TPI inh	Anthrax LF inh2	PfHsp40 rescue	FBA Mtb inh	Mtb BioA inh	BoNT A protease	FadD28 binding
O=C1CC2CS(=O)(=O)CC2N1C1CCCCC1 (stereo unspecified)	-1.3	-9	6	-2	0.0	0	-2.4	-0.4	0.2
CN(CC(=O)Nc1ccccc1Cl)C(=O)COC(=O)C1CCN(c2ccc(C(F)(F)F)cn2)CC1	2.1	-10	0	-1	-0.1	5	.	-1.2	-5.2
COc1ccc(CCNC(=O)c2cc(S(=O)(=O)N(C)C)ccc2N2CCCC2)cc1OC	-3.2	-1	3	1	3.9	0	1.9	1.4	-3.0
COc1ccccc1N1CCN(CC(=O)N2CCCC2)CC1	-3.0	1	2	0	-1.7	7	.	0.5	-0.9
CN(C)c1oc(-c2ccc(Cl)cc2)nc1S(=O)(=O)c1ccccc1	1.5	1	-5	-6	-0.2	1	-1.2	-0.3	-3.2
O=C(CSc1nnc(CCCN2C(=O)c3cccc4cccc(c34)C2=O)n1-c1ccccc1)NCCCN1CCOCC1	.	-1	0	1	-1.0	6	.	-0.2	0.5
Cc1nn2c(=O)cc(CSc3nc4ccccc4[nH]3)nc2s1	-4.6	1	-8	-4	0.8	-2	1.6	-0.1	-2.9
S=C(c1ccccc1)N1CCCC1	-3.9	27	-8	14	0.4	2	0.1	-3.2	-1.0
Cc1nc2ccccc2n1CC(=O)OCC(=O)Nc1ccc2c(c1)OCCO2	2.3	-9	10	-1	-0.8	3	1.7	0.1	-0.7
CC(C)Oc1ccc(CNC(=O)CCCN2C(=O)C(c3ccccc3)Oc3cccnc32)cc1 (stereo unspecified)	0.5	-1	-8	-1	-1.0	-3	-1.1	0.3	-4.4
CCc1ccccc1OCC(=O)N1CCN(c2ncccn2)CC1	.	.	-7	.	2.4	7	0.8	.	0.0
CCOc1cc(C(=O)Nc2ccc(S(=O)(=O)NC3=NCCCCC3)cc2)cc(OCC)c1OCC	1.5	-8	0	-5	1.2	-2	.	0.1	-1.4
COc1ccc(Nc2nc(C)c(C(C)=O)s2)cc1	.	1	.	6	.	4	-0.2	-0.1	-0.7
COc1ccc(NC(=O)c2nn(C)c(=O)c3ccccc23)cc1S(=O)(=O)Nc1ccccc1Cl	1.3	4	-6	-2	-0.6	-2	.	-0.5	-7.7
CC(C)(C)n1cnc2cc(NCc3ccccc3O)ccc21	-1.7	-51	8	8	-0.9	10	0.6	-4.2	-3.7
COc1cccc2c(=O)c(C(=O)NCCc3ccccc3)c[nH]c12	.	17	10	8	0.6	48*	1.8	-0.5	-3.1
CCCCC(=O)N/N=C(/C)C1=C(C)C(C)(C)OC1=O	-2.4	-5	-1	-2	-1.3	3	.	-0.3	-1.9
COCCSc1nnc(NC(=O)c2ccc([N+](=O)[O-])cc2)s1	-1.7	-3	1	-6	0.8	-1	.	-1.5	-1.9
Cc1c(C)c(C)c(CN2CCSCC2)c(C)c1C	-2.3	?	10	3	-1.4	0	-1.8	3.3	-0.6
O=S(=O)(Nc1cccc(-c2ccc3nncn3n2)c1)c1ccc(Cl)s1	4.3	-1	14	-3	0.3	-3	.	0.1	-2.1
CC(OC(=O)CNC(=O)c1ccc(Br)cc1)C(=O)NC1CCCCC1C (stereo unspecified)	-1.3	-3	-9	-16	-0.1	-2	1.6	-3.9	.
COc1ccc(S(=O)(=O)NC(CC(=O)NCCc2ccccc2)c2ccco2)cc1 (stereo unspecified)	-0.9	-1	-1	-3	2.8	-1	8.6	0.0	-0.5
CN1C(=O)/C(=C/C=C2/CCCN2C)N(C)C1=S	0.9	-1	1	1	0.6	-5	-3.2	-1.1	-2.3
CC1CCC(NC(=O)CN2C(=O)c3cccnc3Oc3ccc(Cl)cc32)CC1 (stereo unspecified)	3.5	-5	5	-3	-1.4	3	.	-1.5	-0.2
CSCCC(NC(=O)c1ccco1)C(=O)NCC(c1ccco1)N1CCCCC1 (stereo unspecified)	4.4	0	11	-3	0.2	2	-1.5	1.4	-0.5
CS(=O)(=O)c1ccc(Cl)c(S(=O)(=O)NCc2ccccc2)c1	0.7	0	0	-4	3.5	-5	2.7	0.6	-2.4
O=C(Nc1ccccc1)O[C@@H]1C[C@H]2CCCC(=O)N3CC[C@@H](C1)[C@@H]23	.	-5	16	0	0.1	4	0.4	-0.2	-1.5
COc1cc(NC(=O)CCc2nnc3ccc(NCc4ccco4)nn23)cc(OC)c1	1.5	-6	6	-6	0.0	2	0.0	0.8	-5.0
CCC1(CC)CNC(=O)NC1=O	.	-11	-1	2	-1.8	-3	.	-0.4	1.0
O=C(O)c1ccc(N/N=C/c2cc3c(cc2[N+](=O)[O-])OCO3)cc1	-1.1	-2	22	-4	-0.3	-6	.	-0.3	2.9
CC(C)c1ccccc1OCC(=O)Nc1ccc2[nH]ncc2c1	4.2	?	-2	-6	1.3	3	0.7	-2.2	1.8
Cc1ccc(S(=O)(=O)N(C)Cc2nc(-c3ccc(Br)cc3)no2)cc1	0.2	-3	-1	-3	-1.2	1	0.6	-0.2	-4.3
COc1cc(C2N(c3ccc(Cl)c(Cl)c3)C(=O)C3CCCN32)cc(OC)c1OC (stereo unspecified)	-1.3	-5	7	5	-0.1	4	0.9	1.2	-1.3
CC(C)NC(=O)Nc1nnc([C@@H]2C[C@H](O)[C@@H](CO)O2)s1	.	-2	13	2	.	-1	-1.7	0.0	-2.9
COCc1cc(C)nc(Nc2ccccc2OC)c1C#N	-2.7	-18	14	32*	0.4	3	-0.1	-2.5	-2.4
CC(NC(=O)Cc1c(F)cccc1Cl)C1CCCO1 (stereo unspecified)	1.7	-3	6	-1	1.2	2	-0.9	0.6	-0.5
CN1C(=O)C(=CN2CCN(C(=O)c3ccco3)CC2)C(=O)N(C)C1=S	1.7	-10	8	-1	-0.9	4	.	1.1	-0.3
c1ccc(-n2ncc3c(NC4CCCCCC4)ncnc32)cc1	6.1	2	6	-3	0.7	0	0.7	-0.3	-4.8
Oc1ccccc1-c1nnc2n1CCCCC2	-1.1	-2	0	-11	-0.5	6	0.3	-2.1	.
Cc1sc2nc(SCC(=O)NCCO)n(-c3ccccc3)c(=O)c2c1C	-1.1	-7	13	2	13	1	.	-0.1	-3.7
Cc1cc(C(=O)NN)c(C)o1	6.2	4	-2	-4	0.6	2	.	-0.7	0.3
O=[N+]([O-])c1ccc2nc(-c3ccccn3)[nH]c2c1	-1.5	?	26	17	10	-4	0.1	-4.0	-2.2
CCN=C1SC(C(=O)Nc2cccc(C(=O)O)c2)CC(=O)N1CC (stereo unspecified)	1.3	15	1	-4	0.9	1	-0.8	2.5	-1.3
CCOc1ccc(OCC)c(NS(=O)(=O)c2cn(C)cn2)c1	-1.9	1	-7	-2	1.6	0	-0.4	2.9	-5.4
O=C1N=C(N2CCCCC2)S/C1=C\c1ccc(Cl)cc1	-0.7	-39	28	-4	-2.4	-1	-1.3	-6.2	-0.4
O=C(Cc1ccccc1Cl)c1ccccc1	.	9	10	-2	1.5	0	-0.5	0.0	-0.7
O=C(NCCN1CCOCC1)Nc1ccccc1	-0.9	8	-3	-2	0.5	3	-3.4	-1.0	-3.1
Cc1c(-c2cc(Br)ccc2O)nc2cc3c(cc2c1C)OCO3	2.2	-39	9	0	-1.3	0	-2.7	0.2	29*
COc1nc(C)c2cc(C)oc2n1	-1.4	-3	0	-3	1.1	-1	.	-0.4	1.3
CCOC(=O)C1=C(C)NC(C)=C(C(=O)OCC)C1C(=O)OCC(=O)N(C)C1CCS(=O)(=O)C1 (stereo unspecified)	-0.3	3	10	3	-0.4	6	.	0.0	0.0
O=c1[nH]c(-c2ccco2)nc2sc3c(c12)CCCC3	2.2	-8	22	0	1.0	-2	.	-0.7	-2.6
O=C(/C=C/c1ccc2c(c1)OCO2)c1c(O)n(CCC2=CCCCC2)c(=O)[nH]c1=O	2.2	-3	12	0	5.5	1	.	-0.3	-3.6
NS(=O)(=O)c1ccc(CCNC(=O)CSc2nnc3ccccn23)cc1	0.8	-8	2	-3	-0.8	4	.	-1.1	-1.7
O=C1Nc2ccccc2C(=O)N2c3ccccc3NC(=O)C12 (stereo unspecified)	.	-8	.	0	.	0	-0.4	-0.3	-3.2
O=C(O)c1ccc2c(c1)N(Cc1ccccc1)C(=O)c1ccccc1S2	1.6	-1	2	-2	-1.0	-1	-1.9	1.4	-1.6
CC1(Cc2ccc(F)c(Cl)c2)C(=O)Nc2c(Cl)cccc21 (stereo unspecified)	.	-2	12	-6	.	0	0.3	0.3	-3.4
CC(=O)c1cc2cc(O)ccc2o1	4.0	-16	17	-3	0.4	+	-0.2	0.2	-2.4
CCOC(=O)C(/C=N/c1cc(C)nn1-c1ccccc1)=C(\C)O	-1.3	3	27	-2	-1.0	2	-1.0	-0.7	-2.8
CSCCC(NS(=O)(=O)c1ccc(Cl)cc1)C(=O)OCC(=O)NC1CC1 (stereo unspecified)	3.0	-15	13	1	0.0	1	-1.4	-0.7	-0.4
COc1ccc(N(CC2CO2)S(=O)(=O)c2ccc(C)cc2)cc1 (stereo unspecified)	9.3	-5	7	0	0.7	6	-7.6	0.5	.

One compound at a time (already shown):
`O=C(Cc1ccccc1Cl)c1ccccc1` reads UGM FP inh = .; BoNT-F LC inh = 9; GDH-TPI inh = 10; Anthrax LF inh2 = -2; PfHsp40 rescue = 1.5; FBA Mtb inh = 0; Mtb BioA inh = -0.5; BoNT A protease = 0.0; FadD28 binding = -0.7
`COc1ccc(Nc2nc(C)c(C(C)=O)s2)cc1` reads UGM FP inh = .; BoNT-F LC inh = 1; GDH-TPI inh = .; Anthrax LF inh2 = 6; PfHsp40 rescue = .; FBA Mtb inh = 4; Mtb BioA inh = -0.2; BoNT A protease = -0.1; FadD28 binding = -0.7
`CCOc1ccc(OCC)c(NS(=O)(=O)c2cn(C)cn2)c1` reads UGM FP inh = -1.9; BoNT-F LC inh = 1; GDH-TPI inh = -7; Anthrax LF inh2 = -2; PfHsp40 rescue = 1.6; FBA Mtb inh = 0; Mtb BioA inh = -0.4; BoNT A protease = 2.9; FadD28 binding = -5.4

Remaining list, next part
SMILES	UGM FP inh	BoNT-F LC inh	GDH-TPI inh	Anthrax LF inh2	PfHsp40 rescue	FBA Mtb inh	Mtb BioA inh	BoNT A protease	FadD28 binding
CCc1cccc(NC(=O)C2CCCN2S(=O)(=O)c2ccc3c(c2)CC(C)N3C(C)=O)c1 (stereo unspecified)	-2.3	-5	-2	-2	-0.3	4	-0.8	0.7	-0.7
COc1ccc(/C=C/C(=O)C2(O)CCCCC2)cc1	-1.9	?	39*	-14	-0.6	0	0.7	-4.3	-2.4
CCCn1c(C(O)c2ccc(OCC)cc2)nc2ccccc21 (stereo unspecified)	2.9	-8	7	-4	0.9	-1	2.4	-0.9	-5.0
O=C(Nc1ccccc1)C1CCN(c2nccs2)CC1	-0.1	?	0	40*	-1.4	1	2.3	40*	-3.7
O=C1CN(C(=O)COC(=O)CCS(=O)(=O)c2ccccc2Cl)c2ccccc2N1	-1.3	5	7	8	-0.6	7	-9.6	2.1	-1.3
c1ccc2ncccc2c1	.	-6	6	-1	1.3	3	-0.8	-0.2	0.9
O=C(CCCCCCCCC(=O)N1CCCCC1)N1CCCCC1	.	-5	-13	0	0.1	-2	-1.9	-0.2	-6.5
CCOC(=O)c1cc2sccc2n1CC(=O)N1CCCc2ccccc21	0.8	-18	-2	-2	-1.5	2	7.7	?	0.5
O=C1N/C(=N\N=C\c2cccs2)SC1Cc1ccc(Cl)cc1Cl (stereo unspecified)	.	-2	17	-1	-1.3	0	.	-0.1	-0.2
Cc1ccc2c(c1)N(C(=O)CCC(=O)N1CCN(c3ccccc3)CC1)CCO2	-0.6	-13	6	-7	-0.2	0	1.2	-1.2	-3.1
CCn1cc(CN2CCCC(C(=O)c3cccc(OC)c3)C2)c(C)n1 (stereo unspecified)	-1.0	-4	-4	0	0.2	3	.	0.5	0.7
CCOc1ccc(C2CC(c3cccc(Cl)c3)n3nc(N)nc3N2)cc1 (stereo unspecified)	1.1	-7	7	-7	-0.8	7	-0.8	0.2	-0.5

Screening data as filed in PubChem.
